Screens from PubChem.
GPR55 LPI antagonism: GPR55 antagonists blocking LPI-driven arrestin recruitment, primary screen, imaging, U2OS, beta-arrestin-GFP, LPI agonist (AID 2013); one-dose inhibition, % at 10 µM; IC50 in µM for titrated hits; U2OS GPR55 beta-arrestin-GFP translocation imaging, LPI antagonism; higher % means a stronger effect; 0.13% of 290,000 active; G-protein coupled receptor 55 (Homo sapiens);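 active = spots per cell inhibited over 60%, with over 100 cells counted and total cytoplasm intensity under 500,000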;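 also: U2OS cells stably carrying GPR55 and arrestin-GFP stimulated by 5 µM LPI near EC80; imaged beta-arrestin-GFP aggregate spots per cell after agonist stimulation; plate controls were LPI-stimulated DMSO wells for no effect and DMSO wells without LPI for full effect; some results filed as inactive read as strong as hits; confirmed hits need IC50 under 10 µM and bright autofluorescent wells are also inconclusive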
NTR1 ag: agonists of NTR1, primary screen, imaging, U2OS cells, beta-arrestin-GFP, high content (AID 493036); NTR1-U2OS beta-arrestin-GFP spot imaging, agonist mode; Neurotensin receptor type 1 (Homo sapiens), P30989; 0.17% of 330,000 active; activation, % at 20 µM;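 active = activation at or above 40% of the spot to cytoplasm intensity ratio, with at least 20 cells analyzed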;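 also: 0% = DMSO without peptide and 100% = 100 nM NTR1 peptide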
Target sequence (P30989 whole entry, looked up): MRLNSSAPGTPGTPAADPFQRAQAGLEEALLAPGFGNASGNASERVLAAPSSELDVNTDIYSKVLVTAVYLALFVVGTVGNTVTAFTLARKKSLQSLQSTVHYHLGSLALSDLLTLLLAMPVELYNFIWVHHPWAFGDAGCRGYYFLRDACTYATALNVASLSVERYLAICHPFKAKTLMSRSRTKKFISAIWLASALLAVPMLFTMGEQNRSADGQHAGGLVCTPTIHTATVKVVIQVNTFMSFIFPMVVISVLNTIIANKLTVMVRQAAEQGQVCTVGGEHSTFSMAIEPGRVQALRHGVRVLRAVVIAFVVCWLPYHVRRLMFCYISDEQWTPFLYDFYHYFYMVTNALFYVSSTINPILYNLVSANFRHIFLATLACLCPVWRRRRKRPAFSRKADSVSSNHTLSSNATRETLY
KOR beta-arrestin-1: KOR antagonists, beta-arrestin recruitment, cell-based, luminescence, uHTS (AID 1778). Kappa-type opioid receptor (Homo sapiens). KOR beta-arrestin recruitment, luminescence, antagonist mode; higher % means a stronger effect. one-dose inhibition, % at 10 µM; IC50 in µM for titrated hits. 0.091% of 290,000 active; in the data active = inhibition above about 50%; also: strong numbers were not always called active
GPR35 antagonists: GPR35 antagonists blocking zaprinast-driven arrestin recruitment, primary screen, imaging, U2OS, beta-arrestin-GFP, zaprinast agonist (AID 2058). G-protein coupled receptor 35 (Homo sapiens). U2OS GPR35 beta-arrestin-GFP translocation imaging, zaprinast antagonism; higher % means a stronger effect. one-dose inhibition, % at 10 µM; IC50 in µM for titrated hits. 0.052% of 290,000 active;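 active = inhibition of at least 50% with at least 30 cells and total cytoplasm GFP at most 10,000,000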
PhoP inhibition: inhibitors of PhoP regulon expression, primary screen, Salmonella Typhimurium, GFP reporter (AID 1863). S. Typhimurium PhoP-regulated promoter GFP reporter, 4 h; higher % means a stronger effect. inhibition, % at 50 µM, or IC50 in µM where a hit was titrated. 0.16% of 300,000 active;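 active = inhibition over 29.93%, a cutoff 3 SD above the screen mean, later confirmed by dose response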;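 also: 0% = low Mg2+ inducing control and 100% = high Mg2+ repressing control; strong numbers were not always called active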
GPR55 activation: GPR55 agonists via beta-arrestin recruitment, primary screen, imaging, U2OS cells, beta-arrestin-GFP redistribution (AID 1961); 0.048% of 290,000 active; G-protein coupled receptor 55 (Homo sapiens); U2OS GPR55 beta-arrestin-GFP redistribution imaging; higher % means a stronger effect; activation, % at 10 µM; hits with a dose series show EC50 in µM;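 active = activation above 40% with more than 50 cells counted in the well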;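 also: U2OS osteosarcoma cells stably expressing GPR55 and beta-arrestin-GFP; plate controls were DMSO negative control for no effect and LPI positive control for full effect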
KOR beta-arrestin-2: KOR agonists, beta-arrestin recruitment, primary screen, cell-based, luminescence, uHTS (AID 1777) | Kappa-type opioid receptor (Homo sapiens) | KOR beta-arrestin recruitment, luminescence; higher % means a stronger effect | activation, % at 10 µM, or EC50 in µM where a hit was titrated | 0.02% of 280,000 active; in the data active = activation above about 50%, passing the limit was not always enough; also: a part of the inactive calls stands beside numbers as strong as those of hits
T cell modulator: modulators of CD8 T cell-vesicle binding, primary screen, mouse 2C CD8+ T cells, flow cytometry; 2C CD8+ T cell-vesicle binding; active compounds read low; calls only at 7 µM; 0.068% of 330,000 active; AID 2052, 2009;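 active = response, share of CD8 T cells binding vesicles, and their 90th percentile fluorescence all below set limits, cut at about 80% in these data, passing the limit was not always enough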
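Material: murine 2C transgenic CD8+ T lymphocytes / Also added: QL9-peptide-loaded Drosophila micro-vesicles bearing Ld, ICAM-1 and B7-1 / Schedule: binding step 1.5 h, 37 °C, antibody labelling 20 min, ice / Signal: flow cytometry, PE anti-B7-1 (FL2) versus Alexa647 anti-CD8 (FL8), PFA-fixed / Evaluation: percent CD8+ FL2 mean versus row control / Benchmarks: naked versus QL9-loaded vesicles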
West Nile virus CPE: West Nile virus antiviral activity, cell-based, CPE readout (AID 1621) | West Nile virus-infected cells, CPE inhibition; higher % means a stronger effect | CPE inhibition, % at 10 µM, or IC50 in µM where a hit was titrated | 0.02% of 290,000 active; in the data active = a potency from the dose series; also: strong numbers were not always called active
T cell modulator vesicle-bound %: further read-out of T cell modulator, marked with its call; double positive events, %; measured here: CD8+ vesicle-bound cell fraction;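 binding gate set so that unloaded-vesicle control wells show 10% double positive cells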
NTR1 ag cell count 20 µM: further read-out of NTR1 ag, marked with its call; cell count; measured here: cell count, cytotoxicity flag
Starred values were filed as active, the others as inactive; i = inactive; nt = not tested or not shown; [ ] = another dose, or the depositor's remark.

SMILES	GPR55 LPI antagonism	NTR1 ag	NTR1 ag cell count 20 µM	KOR beta-arrestin-1	GPR35 antagonists	PhoP inhibition	GPR55 activation	KOR beta-arrestin-2	T cell modulator	T cell modulator vesicle-bound %	West Nile virus CPE
O=C1C2CCCN2C(=O)N1CCCCN1CCN(c2ccccc2)CC1 (centres undefined)	16.8%	0.0	35	-7.5%	25.7%	0.3%	-0.1%	0.4%	i	4.1	-0.4%
CC(CCc1ccccc1)NC(=O)CN(C)Cc1ccc(F)cc1 (centres undefined)	1.1%	-0.5	82	29.6%	-2.0%	0.7%	-0.1%	-4.0%	i	26.1	-0.8%
CC/C(=N\NC(=O)c1ccc(CN(C)S(=O)(=O)c2ccc(C)cc2)cc1)c1ccc(OC(F)F)cc1	10.6%	4.2	80	4.4%	-6.6%	6.6%	0.0%	-2.2%	i	40.1	-0.2%
CC(C)(C)c1ccccc1NC(=O)NC1CCN(Cc2c(F)cccc2Cl)CC1	8.8%	-0.4	48	1.6%	13.6%	6.9%	0.7%	0.1%	i	30.6	-0.5%
CC1CCCC(C)N1C(=O)COC(=O)c1ccc2c(c1)OCO2 (centres undefined)	3.2%	-1.1	50	-21.5%	5.7%	1.2%	-0.3%	2.1%	i	32.7	-0.3%
O=C(CSC1=NC(=O)C(Cc2ccccc2)C(=O)N1)Nc1ncc(Br)cc1Br (centres undefined)	-6.8%	1.3	41	14.8%	-8.1%	-4.2%	0.1%	-0.3%	i	65.2	-0.5%
CCOC(=O)c1cnc2cc(C)ccn2c1=O	-1.4%	-1.0	72	30.0%	14.2%	-2.3%	-0.3%	-3.6%	i	24.6	0.0%
O=C(NCCCN1CCOCC1)c1ccc(NS(=O)(=O)c2ccccc2)cc1	-1.7%	0.8	45	-22.2%	-4.0%	-1.3%	0.3%	1.8%	i	11.9	0.1%
O=c1[nH]ncc(N2CCCCC2)c1Cl	-0.7%	-1.7	50	-20.1%	2.8%	-9.1%	-0.3%	-0.1%	i	43.5	0.6%
O=C(NCC(c1cccs1)N1CCOCC1)c1cc(-c2ccc(F)cc2)nc2ccccc12 (centres undefined)	-4.7%	1.7	77	-24.0%	0.1%	-0.2%	0.5%	-7.3%	i	32.7	-1.6%
COc1cccc(OC)c1NC(=O)CN(C)S(=O)(=O)c1ccc2c(c1)OCCO2	-4.1%	-1.3	47	-8.4%	8.8%	-0.8%	-0.2%	1.4%	i	48.8	-0.4%
COc1cccc(/C=N/NC(=O)c2nc(-c3ccccc3)cc(-c3ccccc3)n2)c1	6.4%	4.3	52	-17.3%	-1.6%	-6.2%	-0.1%	-3.1%	i	39.6	0.5%
CCc1ccc(OC2=NS(=O)(=O)c3ccccc32)cc1	0.3%	nt	nt	-21.2%	-0.4%	-1.6%	0.1%	3.2%	nt	nt	0.3%
Cn1c(Cc2csc(N)n2)nnc1SC/C=C/c1ccccc1	-0.8%	-1.6	62	21.1%	-12.6%	22.4%	-0.1%	-0.1%	i	26.0	0.2%
Cn1c(=O)[nH]c(=O)c2c1nc(N)n2Cc1ccccc1	-17.5%	-0.7	80	-6.2%	4.8%	-2.9%	-0.2%	4.8%	i	60.8	1.1%
Cc1nc2cc(NCc3ccc(Cl)cc3)ccc2n1C	1.5%	1.4	49	-22.2%	5.4%	7.8%	0.4%	8.2%	i	35.1	-1.4%
O=C(NC1CCCCC1)c1ccc(CS(=O)(=O)c2ccc(Cl)cc2)o1	6.3%	-0.3	65	1.2%	-7.8%	5.3%	0.3%	-3.6%	i	33.0	-0.5%
CC(CC(=O)N1CCc2ccccc21)c1ccccc1 (centres undefined)	10.7%	0.3	49	10.1%	5.1%	-7.0%	-0.1%	-4.1%	i	47.6	-0.6%
Cc1[nH]c2ccccc2c1N=Nc1ccccc1F	2.1%	8.1	43	2.5%	3.8%	0.0%	-0.5%	-6.3%	i	28.7	-0.8%
Cc1ccc(C2C(C#N)=C(N)Oc3n[nH]c(-c4ccccc4)c32)o1 (centres undefined)	1.5%	nt	nt	18.1%	5.4%	25.5%	-0.2%	2.8%	i	59.5	0.0%
COc1cccc(C(=O)Nc2ccc(NC(=O)C(C)C)nc2)c1	6.9%	-1.7	85	0.1%	8.9%	9.2%	0.5%	-1.2%	i	56.6	0.2%
Cc1nc(S/C(=C/c2ccc(-c3ccc(Cl)cc3)o2)C(=O)O)n[nH]1	-2.2%	1.7	42	-92.7%	-4.3%	23.6%	0.3%	-1.8%	i	49.7	0.1%
COc1ccc(C(=O)NC(=S)N2CCOCC2)cc1OC	12.3%	1.0	45	4.5%	8.0%	-6.0%	0.4%	5.3%	i	18.8	0.4%
CCOC(=O)C(C)n1cnc2c(nnn2Cc2ccc(Cl)cc2)c1=O (centres undefined)	2.3%	-0.4	93	29.3%	-12.5%	1.7%	-0.1%	-5.6%	i	19.9	nt
O=C(c1cc(-c2cccs2)on1)N1CCN(C(c2ccccc2)c2ccccc2)CC1	19.0%	4.2	98	29.9%	10.5%	1.6%	0.0%	-3.0%	i	33.0	-1.1%
CCOc1ccccc1NC(=O)C1CCCN(S(=O)(=O)c2ccc(-n3cnnn3)cc2)C1 (centres undefined)	8.3%	-1.2	54	-17.1%	-5.3%	4.6%	-0.2%	1.6%	i	38.7	-0.2%
Cc1nn(-c2ccccc2)nc1C(=O)c1c(C)[nH]n(-c2ccccc2)c1=O	-0.1%	-0.3	50	-24.4%	0.2%	-6.3%	1.1%	0.7%	i	19.8	0.9%
CCOC(=O)Cn1nc(C)c(NC(=O)c2ccc(Br)o2)c1C	-1.4%	-0.8	52	-31.7%	-2.9%	0.3%	nt	2.8%	i	18.4	-0.4%
Cc1ccc(Cl)cc1-c1ccc(C=Nc2ccc(N3CCOCC3)cc2)o1	4.7%	0.2	70	-25.1%	13.7%	5.6%	0.0%	4.1%	i	32.5	0.0%
CC(=O)Nc1ccc(S(=O)(=O)NCC(=O)OCC(=O)NC23CC4CC(CC(C4)C2)C3)cc1	1.5%	-1.3	53	-8.3%	-2.4%	-0.2%	-0.2%	6.4%	i	45.8	0.4%
O=C(Nc1nccs1)c1ccc(NC(=O)C2CC=CCC2C(=O)O)cc1 (centres undefined)	4.2%	0.5	51	10.1%[20 µM]	11.4%	3.8%	-0.1%	-6.1%	i	44.5	0.3%
CC1CC(C)CN(C(=O)CCCNC(=O)c2ccc(Cl)cc2)C1 (centres undefined)	24.1%	-1.0	58	37.0%	17.0%	2.7%	0.0%	-7.8%	i	14.7	-0.5%
NS(=O)(=O)c1ccc(CNC(=O)c2ccc(Cl)c([N+](=O)[O-])c2)cc1	0.2%	1.8	63	18.3%	2.3%	-0.5%	-0.2%	2.0%	i	60.3	0.3%
CCCN1C(=O)C(NC(C)=O)c2ccccc21 (centres undefined)	8.7%	-0.5	70	-10.1%	7.4%	-0.3%	-0.1%	-5.0%	i	40.8	-0.3%
COc1ccccc1OCC(=O)Nc1nonc1NC(=O)COc1ccccc1OC	3.8%	3.8	54	-9.8%	5.3%	7.1%	-0.1%	3.4%	i	44.0	-0.2%
Cc1ccc2nc(-c3ccccc3)nc(SC(C)C(=O)NCc3cccs3)c2c1 (centres undefined)	7.4%	0.0	44	28.5%	4.5%	0.6%	0.7%	-7.4%	i	16.4	nt
O=C(NNC(=S)NC(=O)c1ccccc1[N+](=O)[O-])c1ccccc1[N+](=O)[O-]	9.9%	-0.9	43	-29.7%	-2.3%	7.0%	0.3%	-1.4%	i	10.1	0.0%
CCCCN1C(=O)C(O)(CC(=O)c2ccccc2OC)c2ccccc21 (centres undefined)	5.5%	0.5	57	19.2%	-0.4%	4.5%	-0.3%	-2.6%	i	18.8	-0.7%
CN(c1ccc(OCC(=O)NC2CCCC2)cc1)S(=O)(=O)c1cccs1	11.6%	-0.1	104	-3.8%	20.3%	-6.9%	0.0%	-7.3%	i	18.8	-0.6%
O=S(=O)(Nc1nc2ccccc2nc1Cl)c1ccccc1	4.2%	0.9	72	-8.6%	4.8%	-5.0%	-0.2%	-4.3%	i	53.7	0.4%
Cc1ccc(O)c(NC(=O)C2CC(c3ccc(F)cc3)=NO2)c1 (centres undefined)	-10.2%	0.5	51	15.3%	-5.1%	-0.8%	0.2%	3.1%	i	38.0	-1.4%
CS(=O)(=O)N(CC(=O)NCCSCc1cccc(Cl)c1)c1ccc2c(c1)OCO2	13.6%	0.8	56	28.2%	-8.5%	2.7%	-0.1%	1.7%	i	58.1	-0.6%
CC(=O)Nc1ccc(S(=O)(=O)N2CCC(C(=O)NCCc3c[nH]c4ccccc34)CC2)cc1	1.0%	0.3	96	-8.7%	-1.8%	-4.3%	0.4%	-7.3%	i	29.2	0.3%
CCN(CC)C(=O)CSc1nc2cc(S(=O)(=O)N3CCOCC3)ccc2n1CC	9.8%	-1.6	54	0.3%	-3.6%	2.2%	-0.1%	-0.2%	i	25.5	0.1%
NC(=O)NC(CC(=O)NCCc1ccc(S(N)(=O)=O)cc1)c1ccccc1Cl (centres undefined)	17.2%	-1.3	59	4.0%	3.7%	-10.2%	0.8%	-5.2%	i	19.4	-0.2%

2 successive records out of the list so far, quoted:
SMILES	GPR55 LPI antagonism	NTR1 ag	NTR1 ag cell count 20 µM	KOR beta-arrestin-1	GPR35 antagonists	PhoP inhibition	GPR55 activation	KOR beta-arrestin-2	T cell modulator	T cell modulator vesicle-bound %	West Nile virus CPE
O=C1C2CCCN2C(=O)N1CCCCN1CCN(c2ccccc2)CC1 (centres undefined)	16.8%	0.0	35	-7.5%	25.7%	0.3%	-0.1%	0.4%	i	4.1	-0.4%
CC(CCc1ccccc1)NC(=O)CN(C)Cc1ccc(F)cc1 (centres undefined)	1.1%	-0.5	82	29.6%	-2.0%	0.7%	-0.1%	-4.0%	i	26.1	-0.8%
